Screening data deposited in PubChem by several laboratories.
Neddyl block: blocks human cullin neddylation; P61081+Q13564; calls only at 25 µM; 360,000 compounds, 0.58% hits; TR-FRET cullin neddylation, biochemical; in the data active = inhibition above about 36%
NRP1-CendR mod: modulators of CendR peptide binding to human neuropilin-1; O14786; FAM-RPARPAR peptide binding to NRP-1, fluorescence polarization; inhibition, % at 25 µM; 360,000 compounds, 0.85% hits; AID 602438;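 active = inhibition or corrected inhibition above about 18%, plus a signal ratio from 0.5 to 1.5, limit read from the data, passing the limit was not always enough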; also: strong numbers were not always called active
Target sequence (O14786 whole entry, looked up): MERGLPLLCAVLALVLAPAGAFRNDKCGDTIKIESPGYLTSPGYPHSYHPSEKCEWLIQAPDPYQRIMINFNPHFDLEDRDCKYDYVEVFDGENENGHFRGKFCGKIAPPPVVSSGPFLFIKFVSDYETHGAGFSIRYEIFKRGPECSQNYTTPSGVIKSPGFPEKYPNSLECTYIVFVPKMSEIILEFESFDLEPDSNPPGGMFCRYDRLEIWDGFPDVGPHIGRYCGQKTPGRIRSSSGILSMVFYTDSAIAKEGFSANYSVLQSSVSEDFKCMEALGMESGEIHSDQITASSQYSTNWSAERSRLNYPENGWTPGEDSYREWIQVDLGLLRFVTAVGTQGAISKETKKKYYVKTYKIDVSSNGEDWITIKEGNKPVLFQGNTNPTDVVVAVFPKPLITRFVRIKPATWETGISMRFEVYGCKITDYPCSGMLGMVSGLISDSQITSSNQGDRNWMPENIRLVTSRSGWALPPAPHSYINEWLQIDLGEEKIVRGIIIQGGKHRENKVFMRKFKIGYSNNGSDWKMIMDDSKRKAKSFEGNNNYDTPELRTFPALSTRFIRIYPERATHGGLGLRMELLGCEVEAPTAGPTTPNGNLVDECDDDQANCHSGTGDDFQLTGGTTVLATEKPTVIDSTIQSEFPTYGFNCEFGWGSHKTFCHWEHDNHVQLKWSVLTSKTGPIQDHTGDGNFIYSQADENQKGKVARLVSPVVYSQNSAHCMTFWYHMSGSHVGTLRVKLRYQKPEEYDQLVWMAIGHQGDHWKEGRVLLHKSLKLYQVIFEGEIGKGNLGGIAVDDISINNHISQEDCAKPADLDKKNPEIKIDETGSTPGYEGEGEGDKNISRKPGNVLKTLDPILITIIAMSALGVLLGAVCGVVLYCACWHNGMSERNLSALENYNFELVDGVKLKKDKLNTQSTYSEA
E coli Lon inh: E. coli protease La inhibition | P0A9M0 | purified E. coli Lon protease, fluorescence polarization | inhibition, % at 7.94 µM | 360,000 compounds, 0.42% hits | AID 602123; in the data active = inhibition above about 13%, passing the limit was not always enough;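 also: 0% = enzyme with probe and DMSO and 100% = no enzyme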
Rin1 Abl inh: inhibitors of human Rin1-Abl protein interaction; TR-FRET Rin1/Abl binding, biochemical; P00519+Q13671; AID 588664; inhibition, % at 7.35 µM; 360,000 compounds, 0.4% hits; in the data active = inhibition above about 5%, passing the limit was not always enough
MsrA act: bovine methionine sulfoxide reductase A activation; purified bovine MsrA, absorbance read-out; activation, % at 10.6 µM; 360,000 compounds, 0.3% hits; AID 602163; in the data active = activation above about 7.5%;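 also: 0% = vehicle and 100% = reference activator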
MLLE-PAM2 inh: blocks PAM2 peptide binding to the PABP1 MLLE domain. inhibition, % at 20 µM. 360,000 compounds, 0.36% hits. GST-MLLE / FITC-PAM2 fluorescence polarization. P11940; in the data active = inhibition above about 35%, passing the limit was not always enough;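 also: plate controls were DMSO wells with GST-MLLE for no effect and wells lacking GST-MLLE protein for full effect; some results filed as inactive read as strong as hits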
FAS-TE inh: inhibitors of human fatty acid synthase thioesterase domain | P49327 | recombinant FAS-TE, OMFH fluorogenic substrate, fluorescence endpoint | inhibition, % at 15 µM | 360,000 compounds, 0.67% hits;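 active = compounds whose normalised, plate-corrected inhibition of enzyme fluorescence in the single-dose primary screen is 50% or more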;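 also: 0% = DMSO with enzyme and 100% = substrate without enzyme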
MT1-MMP act inh: blocks activation of human MT1-MMP | P50281 | HT1080 RFP-PRO-GFP cells, GFP/RFP ratio fluorescence, overnight; percent of plate control window, DMSO zero | GFP/RFP ratio change, % at 20 µM | 360,000 compounds, 0.061% hits;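 active = GFP/RFP ratio change of at least 30% with cell ATP level not reduced by more than half and red fluorescence within 50% of control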; also: strong numbers were not always called active
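Assay system – RFP-PRO-GFP reporter HT1080 cells · Compound dosing – single dose of 20 µM compound, 1% DMSO final · Incubation – overnight compound exposure at 37 °C · Measure – GFP/RFP fluorescence ratio · Benchmarks – DMSO wells and RFP-L50D-GFP cells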
SKN-1 inh: inhibitors of C. elegans SKN-1; 360,000 compounds, 0.49% hits; C. elegans VP596 Pgst-4::GFP/RFP ratio, acrylamide-induced, 24 h; inhibition, % at 21.8 µM;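 active = interference check ratio from 0.5 to 1.5 plus GFP to RFP signal ratio inhibition reaching or exceeding a fixed threshold, cut at about 30% in these data, passing the limit was not always enough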; also: some compounds called inactive have numbers as strong as hits
Numbers without * were called inactive; i = inactive; nt = not tested or not shown.

smiles,MLLE-PAM2 inh,FAS-TE inh,MT1-MMP act inh,SKN-1 inh,MsrA act,E coli Lon inh,NRP1-CendR mod,Neddyl block,Rin1 Abl inh
C[C@H]1CCC[C@@]2(O[C@H](CCO)C[C@@H](O)[C@@H]2O)O1,7,-10,nt,-8,-12,22,20,i,5
C[C@@H]1CN([C@@H](C)CO)C(=O)CCCn2nncc2CO[C@H]1CN(C)S(=O)(=O)c1cccc(F)c1,1,-7,1,2,-1,-3,-11,i,2
Nc1cccc(C(=O)Nc2ccco2)c1,22,-7,-11,-30,-8,-3,-25,i,-5
C=CCc1cccc(/C=N/NC(=O)COc2ccc(-n3cnnn3)cc2)c1O,12,3,0,10,-4,8,7,i,-2
CCNC(=O)CSc1nnc(-c2ccc(OC)cc2)n1CC(C)C,-55,-8,10,-10,-4,-7,8,i,-5
CCOc1ccc(-c2nnc(N3CCCCC3)c3ccccc23)cc1,5,8,-4,4,0,-1,0,i,4
COc1ccc(-c2cnc(SCC(=O)Nc3nc(C(C)(C)C)cs3)n2Cc2ccco2)cc1,-70,17,-42,28,-1,-5,-29,i,-3
CNc1ccc([N+](=O)[O-])cc1-c1nc2ccccc2[nH]c1=O,4,-8,-6,-9,-10,-14,-2,i,-2
O=C(CCc1nc2ccccc2[nH]c1=O)OCC(=O)c1ccc(Cl)cc1,-2,-3,-1,0,-3,-3,-11,i,-3
O=C(CCn1c(SCC(=O)NCc2ccco2)nc2ccccc2c1=O)NCCc1ccccc1,-3,-6,-3,0,-3,-5,-4,i,-3
CCc1ccc(NC(=O)c2ccc(S(=O)(=O)NCc3cccnc3)cc2)cc1,-10,-3,4,0,-6,5,-1,i,4
O=C(O)c1ccccc1CSc1nc2ccccc2s1,31,0,-3,10,-1,-2,-7,i,1
CCCOc1ccccc1C1C(C(=O)OC)=CN(C(C)C)C=C1C(=O)OC,-5,4,-2,17,-3,-9,11,nt,2
COc1ccc(C(CNC(=O)c2cc(S(=O)(=O)NCc3ccco3)ccc2C)N(C)C)cc1 (stereo not drawn),-4,-4,-4,9,-1,-10,-4,i,2
O=c1oc2c(CN3CCOCC3)c(O)c(Cl)cc2c2c1CCC2,4,-3,4,17,-6,1,-5,nt,-2
C/C(=N\NC(=O)c1c(C)nc2ccccn12)c1ccccc1F,-8,-2,0,4,-2,-4,1,i,1
O=C(NCc1ccccc1F)c1ccc(S(=O)(=O)Nc2cccc(C(F)(F)F)c2)cc1,-4,11,-4,8,-6,-7,-1,i,4
Cc1cc(Nc2ccccc2)nn1C(=O)c1ccccc1,3,24,13,6,-1,2,-8,i,-2
C=CCOc1ccccc1CN1CCSCC1,-11,-8,-2,-1,-3,1,-3,i,-1
Cc1ccc(CN2CC(C(=O)Nc3ccc(F)c([N+](=O)[O-])c3)CC2=O)cc1 (stereo not drawn),-8,41,1,-7,-7,-13,0,i,1
Cc1cc(N/C=C\c2nnnn2-c2ccc(F)cc2)no1,-23,-5,-15,9,0,4,5,i,-5
COc1ccccc1CNC(=O)COC(=O)c1cccc(S(=O)(=O)N2CCCC2)c1,-12,-10,-2,-9,-4,-4,10,i,-3
Cc1ccc(NS(=O)(=O)c2cccc(C(=O)NCC(c3ccc(F)cc3)N3CCOCC3)c2)cc1 (stereo not drawn),2,2,nt,-2,-11,4,4,i,2
O=C(NNS(=O)(=O)c1ccccc1[N+](=O)[O-])c1cccc(Br)c1,12,-2,1,13,-4,-3,-2,i,2
CCCn1c(N)c(N(CCOC)C(=O)c2cc(Cl)nc3ccccc23)c(=O)[nH]c1=O,-9,-9,-1,-1,-1,-1,6,i,6
Cc1ccc(C(=O)OCC(=O)NC(=O)c2ccccc2)o1,-5,-8,2,7,-3,-3,-11,i,-1
Cc1c2c(nc3ccccc13)CCC(C(C)(C)C)C2 (stereo not drawn),-6,13,-5,20,-4,-5,-3,i,1
COCCNC(=O)C1(C)CCN(C(=O)c2ccc3ccccc3n2)C1 (stereo not drawn),-4,-2,-4,-13,-1,-7,4,i,2
CC1CN(C(=O)COC(=O)c2ccc(NC(=O)CC#N)cc2)CC(C)O1 (stereo not drawn),12,-11,0,-9,-7,-2,1,i,1
CCOc1cc(C)c(S(=O)(=O)Nc2ccc3cn[nH]c3c2)cc1C,-8,7,0,21,-3,1,2,i,3
C/C(=N\NC(=O)C1CCCC1)c1ccc(C(C)C)cc1,12,7,9,13,-3,0,27*,i,0
COC(=O)c1ccc(NC(=O)CSc2ccccn2)cc1,-90,-4,-1,-17,-3,-8,1,i,5
Cc1nn(-c2ccccc2[N+](=O)[O-])c(=O)c2ccccc12,-4,-4,-2,5,-2,-2,-2,i,2
COc1ccc(S(=O)(=O)Nc2cccc(/C=C/C(=O)O)c2)cc1,10,-7,8,10,-1,6,8,i,-1
COc1ccccc1C(=O)Nc1ccc(C)cc1C(=O)c1ccccc1,13,19,-6,13,-1,-1,4,i,-2
COc1cccc(OCC(O)CN2C(C)CCCC2C)c1 (stereo not drawn),5,-4,0,-1,-10,-8,-3,i,0
COc1cccc(OC(=O)N2CCOCC2)c1,5,-7,-5,4,2,-5,9,i,-2
CC(=O)c1cc(C(=O)c2ccccc2)sc1Nc1ccccc1,8,29,-10,31,-2,-21,-1,i,-4
COCCn1c(SCC(=O)Nc2cccc(F)c2)nc2c([nH]c3ccccc32)c1=O,3,-6,-6,9,-4,-3,-1,i,3
CC(C)[C@@H](N)C(=O)N/N=C/c1ccc2ncccc2c1,5,-6,1,-3,0,4,-3,i,0
C/C(=N\Nc1ccc(C)c(Cl)c1)c1cccnc1,-18,10,-3,22,-1,2,3,i,0
CC1=C(C(=O)N2CCCCCC2)CC(CC(=O)NCc2cccs2)C(=O)N1Cc1ccccc1 (stereo not drawn),-6,-4,6,-3,-1,-9,-1,i,2
Fc1ccc(CNC(=S)Nc2cccc(C(F)(F)F)c2)cc1,0,12,4,-10,-12,5,5,i,2
CCOC(=O)N1Cc2cc3ccccc3nc2C1,16,-4,2,17,-2,6,-2,i,0
Cc1ccc(CNc2cnccn2)cc1,8,-5,1,14,-5,-4,7,nt,1
CC(C)Oc1ccccc1C1(c2ccccc2)NC(=O)NC1=O (stereo not drawn),-15,-2,1,20,-3,2,9,i,-2
CCN1C(=O)CSC1=Nc1ccc(C(=O)OC)cc1,5,1,3,-3,-2,3,8,i,-4
COc1ccc(CNC(=S)NCc2ccc(F)cc2)cc1OC,-47,-2,3,-20,-3,2,-1,i,-1
CCOC(=O)N1CCC(N2CCN(S(=O)(=O)CC)CC2)CC1,1,-7,3,8,-4,-4,-5,i,-2
CNC(=O)C1Cc2c(-c3ccc(Cl)cc3)ccnc2O1 (stereo not drawn),9,-6,-1,24,-2,-3,5,i,-1
NC(Cc1ccccc1)c1csc(Nc2nccc(C(F)(F)F)n2)n1 (stereo not drawn),-3,-6,3,2,-2,-8,-15,i,-4
CN(C)/C=C(\C#N)C(=O)Nc1ccc(O)cc1F,3,-4,-3,-3,-2,1,3,i,0
COc1ccccc1C(=O)C1CCCN(Cc2ccc(Oc3ncccn3)cc2)C1 (stereo not drawn),-2,-10,nt,-6,-13,9,3,i,5
CCc1ccc2c(COC(=O)CNS(=O)(=O)c3ccc(NC(C)=O)cc3)cc(=O)oc2c1,-11,0,4,1,-1,0,-1,i,0
COc1ccc([C@@H]2[C@@H]3C(=O)N(C(C)(C)C)C(=O)[C@@H]3[C@]3(C)C(=O)N(c4cccc(Br)c4)C(=O)N23)cc1,-3,40,-5,-1,-4,7,12,i,3
O=C(Nc1ccccc1C(F)(F)F)N1CCN(c2ccc3nnc(-c4ccc(F)cc4)n3n2)CC1,-1,1,2,8,-3,8,-5,i,-1

Record cards, as listed above.
Listed for NC(Cc1ccccc1)c1csc(Nc2nccc(C(F)(F)F)n2)n1 (stereo not drawn) → MLLE-PAM2 inh = -3; FAS-TE inh = -6; MT1-MMP act inh = 3; SKN-1 inh = 2; MsrA act = -2; E coli Lon inh = -8; NRP1-CendR mod = -15; Neddyl block = i; Rin1 Abl inh = -4
Listed for COc1ccc([C@@H]2[C@@H]3C(=O)N(C(C)(C)C)C(=O)[C@@H]3[C@]3(C)C(=O)N(c4cccc(Br)c4)C(=O)N23)cc1 → MLLE-PAM2 inh = -3; FAS-TE inh = 40; MT1-MMP act inh = -5; SKN-1 inh = -1; MsrA act = -4; E coli Lon inh = 7; NRP1-CendR mod = 12; Neddyl block = i; Rin1 Abl inh = 3

Further entries:
smiles,MLLE-PAM2 inh,FAS-TE inh,MT1-MMP act inh,SKN-1 inh,MsrA act,E coli Lon inh,NRP1-CendR mod,Neddyl block,Rin1 Abl inh
CCOc1ccccc1C(=O)NCC(=O)OCC(=O)N1C(C)CCCC1C (stereo not drawn),-4,-2,-9,-3,-2,3,14,i,0
Cc1nnc(SCc2c(Cl)cccc2[N+](=O)[O-])s1,12,-13,nt,0,-14,1,6,i,6
O=C(NCc1cccc(Cl)c1)C1CCC(=O)N(CC2CCCCC2)C1 (stereo not drawn),20,-2,3,-3,-10,10,-3,i,-2
Cn1nnnc1SC1CC(=O)N(c2ccccc2)C1=O (stereo not drawn),9,-6,1,-7,-2,0,13,i,-1
COc1ccc(NC(=O)CSC2CC(=O)N(c3ccc4c(c3)OCCO4)C2=O)cc1 (stereo not drawn),24,-4,-6,25,-4,6,5,i,1
O=C(CN1CCCC1)OCCCc1ccccc1,-1,-6,1,-4,-2,5,-6,i,0
CSc1ncnc2c1ncn2CCCNC1CCN(Cc2ccccc2)CC1,-20,-9,3,5,-3,-4,-2,i,1
O=C(COC(=O)c1n[nH]c2ccccc12)Nc1ccccc1F,0,-12,3,-7,0,-8,-5,i,5
CCc1cccc(C)c1NC(=S)N(Cc1cccnc1)Cc1ccco1,0,-5,2,11,3,-2,-6,i,2
CN(CCO)c1cccc2c1S(=O)(=O)N[C@H](Cc1ccccc1)CO2,nt,-6,2,9,0,7,14,i,nt
CC(C)C[C@@H](CN1CCC[C@@H]1CN1C(=O)C(=O)NC[C@@H]1Cc1ccc(O)cc1)N1C[C@H](Cc2ccc(O)cc2)N(CC2CCCCCC2)C(=O)C1=O,nt,21,-1,0,-6,0,-13,i,nt
CCC(C)NC(=O)C1(C)CCC(=O)N1Cc1ccccc1OC (stereo not drawn),7,-9,-3,3,0,-6,-9,i,1
O=c1cc(CN2CCN(Cc3ccccc3)CC2)c2cc(O)ccc2o1,-4,-3,4,-1,5,-4,5,i,-4
O=C(NCc1ccc2c(c1)OCO2)c1c(F)c(F)c(F)c(F)c1F,-8,23,-1,-15,-5,-3,9,i,-2
Cc1ccc(SCC(=O)NC2CC2)cc1,11,-7,-2,14,-2,8,4,i,3
CCN(CC)C(=O)C[n+]1cccc(C(N)=O)c1,8,-8,1,6,-4,2,0,i,-1
COc1cc(C(CC(=O)N2CCOCC2)c2c(OC)cc(OC)c3ccc(=O)oc23)cc(OC)c1OC (stereo not drawn),11,-15,-2,23,-6,-8,23,i,1
Cc1ccc(NC(=S)NNC(=S)Nc2ccc(C)cc2)cc1,8,-3,6,-8,-2,-4,8,i,0
COCCN(C(=O)COC(=O)Cc1coc2cc(C)ccc12)c1c(N)n(Cc2ccccc2)c(=O)[nH]c1=O,-23,0,-1,-15,-6,-7,-18,i,-2
O=C(Nc1ccc(NC(=O)c2cccnc2Cl)cc1)c1cccc(Cl)c1,-1,1,4,21,0,4,-10,i,1
O=C(Nc1cccnc1Cl)c1cc(-c2ccc(F)cc2)on1,0,-1,1,-3,-4,-9,7,i,-1
